Source: PubChem (National Center for Advancing Translational Sciences (NCATS))
KDM5B inh: inhibitors of human KDM5B histone demethylase; Q9UGL1; KDM5B demethylase, FDH-coupled NADH fluorescence (FDH is formaldehyde dehydrogenase); Potency, µM (doses to about 57.7 µM), for inactives: at the highest dose activity change, negative = inhibition, actives largely listed as inhibitors; 2.6% of 220,000 active; AID 1347165; active means well fitted inhibition curve with a large enough effect; inconclusive means small, poorly fitted or top-dose-only effect; inactive means no such curve, though single readings can be large or run the other way; further: 0% is about no effect; nearly all actives have a fitted effect of over 70% in size
Target sequence (Q9UGL1 whole entry, looked up): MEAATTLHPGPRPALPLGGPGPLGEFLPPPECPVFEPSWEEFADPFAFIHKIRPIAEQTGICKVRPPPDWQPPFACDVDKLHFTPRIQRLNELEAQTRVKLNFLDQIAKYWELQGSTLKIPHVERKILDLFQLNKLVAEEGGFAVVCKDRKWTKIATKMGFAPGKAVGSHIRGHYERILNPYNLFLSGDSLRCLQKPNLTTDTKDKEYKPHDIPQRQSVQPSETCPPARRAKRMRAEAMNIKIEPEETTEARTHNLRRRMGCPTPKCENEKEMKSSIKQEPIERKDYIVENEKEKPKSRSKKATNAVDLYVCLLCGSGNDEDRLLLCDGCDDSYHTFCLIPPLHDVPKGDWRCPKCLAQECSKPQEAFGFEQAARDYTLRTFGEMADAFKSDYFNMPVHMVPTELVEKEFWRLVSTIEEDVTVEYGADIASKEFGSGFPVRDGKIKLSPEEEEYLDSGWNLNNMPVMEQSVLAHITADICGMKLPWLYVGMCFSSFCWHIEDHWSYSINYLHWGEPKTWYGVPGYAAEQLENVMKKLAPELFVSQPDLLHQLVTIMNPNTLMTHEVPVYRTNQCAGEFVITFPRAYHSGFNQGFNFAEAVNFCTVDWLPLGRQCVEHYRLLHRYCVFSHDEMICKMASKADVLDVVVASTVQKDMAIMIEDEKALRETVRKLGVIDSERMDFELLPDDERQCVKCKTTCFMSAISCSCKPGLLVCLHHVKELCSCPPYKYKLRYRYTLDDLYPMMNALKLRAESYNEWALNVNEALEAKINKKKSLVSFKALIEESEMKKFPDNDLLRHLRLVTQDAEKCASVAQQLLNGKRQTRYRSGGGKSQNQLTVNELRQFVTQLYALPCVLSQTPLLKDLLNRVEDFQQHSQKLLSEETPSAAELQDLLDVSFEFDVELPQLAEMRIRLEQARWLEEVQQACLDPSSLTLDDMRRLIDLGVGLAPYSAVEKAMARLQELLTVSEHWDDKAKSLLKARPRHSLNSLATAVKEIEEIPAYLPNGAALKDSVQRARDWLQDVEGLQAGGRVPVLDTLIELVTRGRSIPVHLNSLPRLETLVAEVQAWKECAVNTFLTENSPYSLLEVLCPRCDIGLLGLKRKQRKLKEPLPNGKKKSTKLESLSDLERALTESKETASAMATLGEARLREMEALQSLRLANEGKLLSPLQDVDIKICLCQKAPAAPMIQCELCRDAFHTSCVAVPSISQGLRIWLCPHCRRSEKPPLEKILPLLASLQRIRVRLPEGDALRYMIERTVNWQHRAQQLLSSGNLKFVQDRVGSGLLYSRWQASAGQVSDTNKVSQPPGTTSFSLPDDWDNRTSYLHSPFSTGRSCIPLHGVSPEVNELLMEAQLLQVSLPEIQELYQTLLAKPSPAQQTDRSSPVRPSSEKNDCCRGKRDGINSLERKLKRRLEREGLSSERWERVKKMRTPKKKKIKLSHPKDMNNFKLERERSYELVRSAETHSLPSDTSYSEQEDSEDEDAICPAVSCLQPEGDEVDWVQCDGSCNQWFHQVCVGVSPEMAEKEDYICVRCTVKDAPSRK
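KDM5BΔAP (200 nM final) in 50 mM HEPES pH 7.5, 0.01% Tween-20 was preincubated 10 min at RT with compound over a concentration range. Substrate mix (H3K4me3 12.5 µM, α-KG 25 µM, Fe²⁺, ascorbate, NAD⁺, FDH) was added, and NADH fluorescence change over 30 min gave dose-response curves.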
The depositor's hits bear a star; i = inactive; ? = inconclusive; & = joins results of further samples; [ ] = dose if it differs, or a comment. Potency means the concentration at half of the fitted maximal effect.

KDM5B inh | canonical_smiles
27.8% | CC(C)Cc1cc(C(=O)NCC2(c3ccccc3F)CCCC2)on1
-6.6% | COCc1noc([C@@H]2CN(C(=O)c3cc(C)oc3C)C[C@H]2COC)n1
14.2% | CC(C)CN1C(=O)C2(CC(=O)Nc3[nH]ncc32)c2ccccc21 (stereo unspecified)
2.5% | CN(C)C[C@H]1O[C@@H](CO)[C@@H](O)[C@H]1N1CCN(c2ccc(F)cc2)CC1
2.3%[115 µM] | O=C(Cc1ccccc1)N1CCCC2(CC(c3cccc(C(F)(F)F)c3)=NO2)C1 (stereo unspecified)
? | Oc1ccc(-c2nc(C3CC3)nc3c2CN(Cc2ccc(C(F)(F)F)cc2)CC3)cc1
20.4% | O=C1CCCC2=C1C(c1cc(Cl)ccc1O)C1=C(CCCC1=O)O2
? | CN(C)c1ccc(CN2CC[C@H](c3nc4ccc(C(F)(F)F)cc4[nH]3)C2)cc1
16.7% | Cn1c(=O)n(CC(=O)N2CCCCCC2)c(=O)c2cc(S(=O)(=O)Nc3cccc(C#N)c3)ccc21
-22.8% | CCCCn1c(=N)c(S(=O)(=O)c2ccc(Cl)cc2)cc2c(=O)n3cccc(C)c3nc21
8.6% | COc1ccc(NC(=O)N[C@H]2C[C@@H](C(=O)N[C@H](Cc3c[nH]c4ccccc34)C(N)=O)N(C(=O)C3CC3)C2)cc1
-23.2% | Cc1cc(/C=N/n2cnnc2)c(C)n1-c1ccc2ncccc2c1
-7.4% | Cc1ccccc1NC(=O)c1sc2nc3n(c(=O)c2c1C)CCC3
-17.1% | O=C(Nc1cc(F)cc(F)c1)c1cnc2ccccc2n1
5.6% | CC(Nc1ccc([N+](=O)[O-])cn1)c1ccc(Cl)cc1 (stereo unspecified)
-28.6% | N#Cc1sc2ncccc2c1N
? | COC(=O)c1ccc(NC(=O)CN2CCCN(Cc3ccc(Cl)cc3)S2(=O)=O)cc1
-6.0% | O=C(Nc1ccc(Oc2ccccc2)cc1)O[C@@H]1CO[C@H]2[C@@H]1OC[C@@H]2NCC1CCCCC1
18.9% | CC(C)CCn1c(N2CCC(C(N)=O)CC2)nc2c1c(=O)n(C)c(=O)n2C
? | CCc1ccc(CNC(=O)c2cc3cc(C)ccc3[nH]2)cc1
? | O=C1Nc2ccccc2CC12CCN(Cc1cccc3ccccc13)C2 (stereo unspecified)
4.8% | O=C(c1nnc(COc2cc(F)cc(F)c2)n1-c1ccccc1)N1CCC[C@@H]1c1nc2ccccc2[nH]1
? | COc1ccc(Cn2ccn(Cc3cccc(C)c3)c(=O)c2=O)cc1
-4.0% | O=C(Cc1ccccc1)Nc1ccnn1C1CCN(Cc2cccc3nonc23)CC1
8.6% | Cc1ccc(NC(=O)COc2ccc3c(C)c(C)c(=O)oc3c2C)cc1
-13.8% | COc1ccc(C)cc1NC(=O)CC1CCCN(c2cnn(CC3CC3)c(=O)c2)C1 (stereo unspecified)
10.0% | CC1(C)CN(C(=O)c2csc(Cc3ccccc3)n2)CC1(C)O (stereo unspecified)
-13.5% | CC(=O)c1ccc(NC(=O)N2C[C@@H]3C[C@H](C2)c2ccc(NC(=O)C4CCCCC4)c(=O)n2C3)cc1
-25.6% | COC(=O)Cn1c(=O)c2cccn2c2ccc(F)cc21
-5.0% | O=C(NCC1CCCO1)N1CC(n2cc(C(=O)N3CCOCC3)nn2)C1 (stereo unspecified)
25.4% | CC(C)(C)C1CCC2(CC1)C(C(=O)c1ccc(F)cc1)C2(C#N)C#N (stereo unspecified)
? | Cc1noc(-c2nc(-c3ccc4c(c3)OCO4)no2)n1
5.8% | Cc1ccc(C)c(CN2C(=O)NC3(CCN(C(=O)c4cnccn4)CC3)C2=O)c1
25.5% | Cc1onc(-c2c(Cl)cccc2Cl)c1C(=O)N=S(C)(=O)c1ccccc1 (stereo unspecified)
2.0%&-19.0% | Cc1ccc(-c2onc(C)c2C)cc1S(=O)(=O)Nc1cccc(Cl)c1C
-1.3% | COC[C@@H]1CN(C(=O)Cc2ccccc2C)C[C@H]1C(N)=O
? | Cc1nnc(N2CCCC(C(=O)Nc3cc(F)ccc3F)C2)c2nn(-c3ccccc3)c(C)c12 (stereo unspecified)
0.0% | Cc1cnc(NC(=O)c2occc2-c2ccccc2)s1
-11.1% | C=CCCC(CN1CCSCC1)Oc1ncc(CC)cn1 (stereo unspecified)
? | COCCNC(=O)CCCN1C(=O)COc2ccc(C(=O)COc3cc(C)cc(C)c3)cc21
? | CN1CCN(c2ccc(-c3cc4c(ccn4C)c(C(=O)NCC4CCOCC4)n3)cc2)CC1
1.2% | CC1Cc2cc(/C=C3/SC(=S)N(C)C3=O)ccc2O1 (stereo unspecified)
-28.0%[115 µM] | CN1C(=O)CO[C@H]2CN(Cc3c[nH]c4ccccc34)C[C@H]21
-3.0% | Cc1cc(-c2ccccc2)nc(Nc2nc3c(C)cccc3c(=O)[nH]2)n1
0.8% | COC(=O)c1ccc(C(=O)N(C)Cc2cccnc2)s1
-30.4% | CC(OC(=O)c1cc2ccccc2[nH]1)C(=O)Nc1ccccc1 (stereo unspecified)
8.8% | CNC(=O)[C@@H]1C[C@H](Oc2cccnc2)CN1C(=O)CCC1CCCC1
? | COc1cc(OC)cc(C(=O)Nc2ccc3nc4n(c(=O)c3c2)CCCC4)c1
-11.4% | O=C(O)C(Sc1cnc2ccccc2n1)c1ccccc1 (stereo unspecified)
5.3% | COC(=O)c1cc(NS(=O)(=O)c2ccc3ccccc3c2)cc(C(=O)OC)c1

Next structures follow.
KDM5B inh | canonical_smiles
12.1% | CCOC(=O)c1c(-c2ccc(C)cc2)csc1NC(=O)c1cc(=O)c2cc(Cl)ccc2o1
-6.2%[115 µM] | CCC(=O)N1Cc2ccccc2CC2(CCCN(Cc3ccccn3)C2)C1 (stereo unspecified)
-10.5% | COc1ccc(NS(=O)(=O)c2c(C)nc3scc(C)n3c2=O)cc1
26.1% | O=C1CC(c2noc(-c3cc(F)cc(F)c3)n2)CN1c1ccc(F)c(Cl)c1 (stereo unspecified)
4.0% | O=C(Nc1cccc(Cl)c1)c1ccc(Cn2c(=O)c3cccn3c3cccnc32)cc1
1.4%&7.8% | CCOC(=O)N1CCN(Cc2nc3cc(NC(=O)c4cccc(C)c4)ccc3n2C(C)C)CC1
? | C=Cc1ccc(CSc2nnc(C)n3c2cc2occc23)cc1
-3.2% | Cc1[nH]c2nc3ccccc3n2c(=O)c1Cc1ccccc1
13.8% | O=C(COc1ccc(Br)cc1)Nc1ccc(C(=O)OC2CCCCC2)cc1
6.1%[115 µM] | CC(=O)Nc1ccc(CN2CCCC23Cc2ccccc2CNC3=O)cc1 (stereo unspecified)

At a glance, part of the list above:
KDM5B inh | canonical_smiles
0.8% | COC(=O)c1ccc(C(=O)N(C)Cc2cccnc2)s1
-30.4% | CC(OC(=O)c1cc2ccccc2[nH]1)C(=O)Nc1ccccc1 (stereo unspecified)
8.8% | CNC(=O)[C@@H]1C[C@H](Oc2cccnc2)CN1C(=O)CCC1CCCC1
? | COc1cc(OC)cc(C(=O)Nc2ccc3nc4n(c(=O)c3c2)CCCC4)c1
-11.4% | O=C(O)C(Sc1cnc2ccccc2n1)c1ccccc1 (stereo unspecified)
5.3% | COC(=O)c1cc(NS(=O)(=O)c2ccc3ccccc3c2)cc(C(=O)OC)c1
12.1% | CCOC(=O)c1c(-c2ccc(C)cc2)csc1NC(=O)c1cc(=O)c2cc(Cl)ccc2o1
-6.2%[115 µM] | CCC(=O)N1Cc2ccccc2CC2(CCCN(Cc3ccccn3)C2)C1 (stereo unspecified)
-10.5% | COc1ccc(NS(=O)(=O)c2c(C)nc3scc(C)n3c2=O)cc1
26.1% | O=C1CC(c2noc(-c3cc(F)cc(F)c3)n2)CN1c1ccc(F)c(Cl)c1 (stereo unspecified)
4.0% | O=C(Nc1cccc(Cl)c1)c1ccc(Cn2c(=O)c3cccn3c3cccnc32)cc1
1.4%&7.8% | CCOC(=O)N1CCN(Cc2nc3cc(NC(=O)c4cccc(C)c4)ccc3n2C(C)C)CC1
? | C=Cc1ccc(CSc2nnc(C)n3c2cc2occc23)cc1
-3.2% | Cc1[nH]c2nc3ccccc3n2c(=O)c1Cc1ccccc1

Next structures follow:
KDM5B inh | canonical_smiles
6.9% | CSCc1ccc(C(=O)N(CC2CCOC2)C2CC2)cc1 (stereo unspecified)
? | Cc1ccc2nc([C@H]3CCN(C(C)C)C3)[nH]c2c1
17.8µM* | Cc1ccc(NC(=O)C2CC(=O)N(c3n[nH]c4cccc(F)c34)C2)cc1C (stereo unspecified)
1.1% | C=CCNC(=O)NC(=O)CN(C)CC#N
-12.9%[86.2 µM] | Cn1cc(CN2CCN3C(=O)N(C4CCCCC4)C[C@H]3C2)cn1
8.7% | CCOc1cccc(C(N)=S)c1
20.6% | Cc1ccc(NC(=O)N2CCC(n3cnnc3C3CC3)C2)c(Cl)c1 (stereo unspecified)
-0.8% | Cc1cnc(C(=O)N[C@@H]2CCC[C@@H]2C(=O)NC2CCCC2)cn1
7.5% | COc1ccc(C(=O)NC2CCN(c3cnn(C)c(=O)c3)CC2)cc1
20.5% | Cc1cc(C)c(NC(=O)Cn2nc3n(c2=O)CCCCC3)c(C)c1
11.1% | Cc1ccccc1OCc1nn2c(CN3CCOCC3)nnc2s1
-10.9% | CC(C)c1cccc(NC(=O)c2cccc3ncccc23)c1
? | Cc1ccccc1NC(=O)c1ccc(N(Cc2ccccc2)S(C)(=O)=O)cc1
6.2% | O=C(NC1CC1)C(c1ccccc1)N1CCN(S(=O)(=O)c2ccccc2)CC1 (stereo unspecified)
28.3%[86.2 µM] | C[C@H]1[C@@H]2[C@@H](O)[C@H]([C@H](C)C(=O)N3CCCCC3)CC[C@@]2(C)CC[C@@H]1NS(C)(=O)=O
10.6% | O=C1CCCCCN1CCC(=O)N1CCOC(CCCc2ccccc2)C1 (stereo unspecified)
-12.0% | CCOc1ccc(NC(=O)CSc2ccc(-c3ccco3)nn2)cc1
8.7% | O=C(c1ccc2c(c1)OCO2)N1CC(c2nnc(-c3ccncc3)o2)C2(CCOCC2)C1 (stereo unspecified)
-1.2%[149 µM] | O=C1OCCN1C1CCN(S(=O)(=O)c2cccs2)CC1
-29.1% | COc1ccc(CCNC(=O)c2cc3c(=O)oc4ccc(C)cc4c3s2)cc1OC
? | COc1ccc(-c2nc(CNC(=O)Nc3ccc(C)c(Cl)c3)c(C)o2)cc1
i | COc1ccc(S(=O)(=O)N2CC[C@@H](CC(=O)O)[C@@H](CC3=NCCc4cc(OC)c(OC)cc43)C2)cc1
-17.5% | N#Cc1ccsc1NC(=O)c1cccc(-n2cnnn2)c1
22.4µM* | O=C(CCc1nc2ccc(Cl)cc2[nH]1)N1CCc2nc3cc(-c4ccccc4)[nH]n3c(=O)c2C1
-14.5% | Cc1ccc(C(=O)c2c(C)c(CCC#N)n3ccccc23)cc1C
? | COCCOc1ncccc1-c1noc([C@@H]2CCCN2Cc2ccc(CO)o2)n1
-8.9%[86.2 µM] | CNC(=O)C1(N2CCC[C@H]2C(=O)N2CCOCC2)CCCCC1
-27.8% | CCNC(=S)N/N=C1\CC2CC=CC12 (stereo unspecified)
-3.0% | COCCOCc1nc(C2CCCN2C(=O)NC2CCCCC2)no1 (stereo unspecified)
-13.1% | O=C(Cn1ccn2nc(-c3ccc(F)cc3)c(CO)c2c1=O)N1CCN(c2ccccc2)CC1
15.4% | O=C([C@@H]1C[C@H](Oc2cccnc2)CN1S(=O)(=O)c1ccc2c(c1)CCC2)N1CCCC1
15.8% | CC1(C(=O)NCc2cccnc2)CCC(=O)N1Cc1ccccc1Cl (stereo unspecified)
31.6µM* | CN(C)c1ccc(-c2nnnn2[C@H]2CO[C@H]3[C@@H]2OC[C@H]3OCc2ccccc2)cc1
-7.3% | Cc1ccc(-c2nn(CC(=O)N(C)C)c(=O)c3ccccc23)cc1
1.9% | Cc1ccc2oc(-c3ccc(C)c(NC(=O)c4ccc(-c5ccccc5[N+](=O)[O-])o4)c3)nc2c1
-25.3% | COC(=O)c1ccccc1NC(=O)CCn1nc(C)c2c(C)n(-c3ccccc3)nc2c1=O
-5.0%[86.2 µM] | COCc1cn([C@H]2CO[C@H]3[C@@H]2OC[C@H]3OC(=O)Nc2cccc(C(F)(F)F)c2)nn1
-21.4% | CC(C)Cc1nnc(NC(=O)C2CC(=O)N(c3n[nH]c4ccccc34)C2)s1 (stereo unspecified)
-13.5% | CC(C)(C)C1CCC2(CC1)NC(=O)N(CC(N)=O)C2=O (stereo unspecified)
3.4% | CC1CCN(S(=O)(=O)c2ccc3c(c2)c(=O)c(C(=O)NCCc2ccccc2)cn3C)CC1
-1.6% | O=C(c1cc(Cl)ccc1F)N1CCN(c2cc(-c3ccccc3)[nH]n2)CC1
1.2% | CC1=C(c2ccc(C)cc2)S(=O)(=O)NC1=NCc1ccccc1Cl
-5.2% | CCn1c(SCC(=O)Nc2nncs2)nnc1-c1ccc(C)cc1
-29.4% | Cc1c(CCC(=O)O)c(=O)oc2cc3occ(-c4ccc(Br)cc4)c3cc12
-10.6% | Cc1oc(-c2ccccc2)nc1CC(=O)Nc1cccc(C(=O)NC2CC2)c1
-12.7% | CCCNC(=O)N(C1CCOCC1)C1CCN(C(=O)c2ccncc2)CC1
? | CCn1c(Cl)c(C=O)s/c1=N\S(=O)(=O)c1ccccc1
17.7% | O=C(CC1CCCC1)N1CCC(N2C(=O)C(O)C23CCCCC3)CC1 (stereo unspecified)
-7.9% | O=C1NCCOCCN(S(=O)(=O)c2ccc3c(c2)CCC3)[C@@H]2CCCC[C@H]12
? | Cc1nc2sc3c(c2c2nc(C(=O)NCCN(C)C)nn12)CC(C)CC3 (stereo unspecified)
-16.1% | CCn1c(C2CCCN(C(=O)CN3C(=O)NC(=O)C3(C)C)C2)nn(C)c1=O (stereo unspecified)
8.7% | O=C(CS(=O)(=O)c1ccc2ccccc2c1)c1ccc(Cl)cc1

Some of the compounds tested; count on the stated rates, not on these rows.
